Screens: PubChem, several laboratories
KCNQ2 block: KCNQ2 potassium channel inhibitors, primary screen, cell-based, CHO-K1, FluxOR thallium flux, B-score (AID 2156). Potassium voltage-gated channel subfamily KQT member 2 (Rattus norvegicus), O88943. B-score at 10 µM. 20 min; hits give low values. actives 1.1% (n = 310,000);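 active = fluorescence ratio B-score at most minus 3 library SDs, with starting brightness B-score within 2 library SDs, cut at about -5.5 in these data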
STK33 inh: inhibitors of purified STK33 kinase, primary screen, biochemical, ADP-Glo luminescence, homogeneous, cell-free; MBP phosphorylation; inhibition, % at 10 µM; Serine/threonine-protein kinase 33 (Homo sapiens), Q9BYT3; actives 0.073% (n = 320,000);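 active = inhibition at or above 25%, using the most active replicate where run in duplicate; inactive = inhibition below 25%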
Target sequence (Q9BYT3 whole entry, looked up): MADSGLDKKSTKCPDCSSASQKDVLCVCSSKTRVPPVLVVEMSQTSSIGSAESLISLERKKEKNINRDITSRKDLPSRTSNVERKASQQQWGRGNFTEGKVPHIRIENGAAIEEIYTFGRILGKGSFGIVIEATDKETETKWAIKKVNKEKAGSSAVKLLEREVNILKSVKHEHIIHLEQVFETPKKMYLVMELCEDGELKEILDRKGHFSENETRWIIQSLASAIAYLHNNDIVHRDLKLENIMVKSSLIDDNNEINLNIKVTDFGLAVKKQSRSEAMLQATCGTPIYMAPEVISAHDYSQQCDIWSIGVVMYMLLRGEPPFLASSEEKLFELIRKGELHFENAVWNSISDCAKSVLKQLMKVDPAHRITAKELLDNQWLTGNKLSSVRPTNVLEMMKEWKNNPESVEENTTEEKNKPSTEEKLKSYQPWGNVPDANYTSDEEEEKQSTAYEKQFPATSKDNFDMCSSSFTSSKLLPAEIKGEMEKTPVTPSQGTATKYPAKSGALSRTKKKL
OX1R antag: antagonists of human orexin 1 receptor (OX1R). Orexin/Hypocretin receptor type 1 (Homo sapiens), O43613. OX1R-expressing cells, FRET antagonist read-out. inhibition, % at 6.6 µM. actives 1.8% (n = 330,000); in the data active = inhibition mostly above about 38%, no sharp cut-off; inactive = mostly below about 40%;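 note: 0% = agonist challenge alone and 100% = reference antagonist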
Target sequence (O43613 whole entry, looked up): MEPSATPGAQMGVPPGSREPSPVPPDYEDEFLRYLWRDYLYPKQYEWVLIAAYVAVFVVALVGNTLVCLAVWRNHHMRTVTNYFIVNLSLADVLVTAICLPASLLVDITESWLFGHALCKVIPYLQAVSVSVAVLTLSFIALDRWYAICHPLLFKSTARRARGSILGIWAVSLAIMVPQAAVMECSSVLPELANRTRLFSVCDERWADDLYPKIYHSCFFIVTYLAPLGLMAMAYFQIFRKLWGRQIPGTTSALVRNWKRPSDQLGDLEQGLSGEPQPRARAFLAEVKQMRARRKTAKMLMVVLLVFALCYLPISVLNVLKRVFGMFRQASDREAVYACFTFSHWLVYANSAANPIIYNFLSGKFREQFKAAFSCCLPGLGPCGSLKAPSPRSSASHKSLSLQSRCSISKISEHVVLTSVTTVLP
An asterisk follows results filed as active; i = inactive; . = not tested or not shown.

KCNQ2 block	STK33 inh	OX1R antag	Molecule
i	-2.1	9.1	COc1cccc(NC(=O)C2C3C=CC4(O3)C2C(=O)N(C(C)C)C4C(=O)NC2CCCCC2C)c1 (stereo not given)
i	-0.3	15.3	COC(=O)c1ccc(CSCc2ccc(C(=O)OC)o2)o1
i	0.5	16.6	O=C1CN(C(=O)NCC(=O)N[C@@H](Cc2ccccc2)C(=O)O)c2ccccc2N1
i	-3.7	6.2	c1ccc(C(c2c[nH]c3ccccc23)c2c[nH]c3ccccc23)nc1
.	0.6	2.2	O=c1[nH]c(=O)n([C@H]2C[C@H](O)[C@@H](CO)O2)cc1I
i	0.2	17.4	CC(C)CN(C(=O)COC(=O)c1cccnc1Cl)c1c(N)n(Cc2ccccc2)c(=O)[nH]c1=O
i	-0.7	4.7	Cc1csc(=O)n1CCC(=O)OCc1nnc(-c2ccccc2)o1
i	2.0	9.2	Cc1nc2nc(SCC(=O)NCc3ccco3)nn2c(C)c1Cc1ccccc1
i	0.1	17.9	CC(C)[C@H](NC(=O)c1ccccc1Cl)C(=O)OCc1cc([N+](=O)[O-])cc2c1OCOC2
i	0.0	12.5	COc1ccc(CN(C)CC(=O)Nc2ccccc2C(F)(F)F)cc1

KCNQ2 block	STK33 inh	OX1R antag	Molecule
i	0.7	19.2	COc1ccccc1-n1cc2ccc([N+](=O)[O-])cc2n1
i	0.1	5.6	COCCNC(=O)/C(C#N)=C/c1c(F)cccc1Cl
i	-1.4	23.6	CN1c2ccccc2-c2nc3ccccc3n2C1c1cccs1 (stereo not given)
i	-1.7	22.7	Cn1nnnc1SCSc1nnnn1C
i	-2.9	6.7	COc1ccccc1NC(=O)c1cc(Cl)nc2ccccc12
i	-0.5	12.1	Cc1ccc(NC(=O)C2(c3cccs3)CCOCC2)cc1C
i	-0.1	26.1	C[C@@H]1CC[C@@]2(O[C@H](CCO)C[C@@H](O)[C@@H]2O)O1
.	-1.9	8.2	O=C(COC(=O)CCN=C1NS(=O)(=O)c2ccccc21)NNC(=O)c1ccc(Cl)cc1
.	-0.5	20.0	CN(Cc1cccc(F)c1)C(=O)CN1CCN(S(=O)(=O)c2ccc3c(c2)OCCCO3)CC1
i	-2.4	23.9	CC1CN(C(=O)/C=C/c2ccccc2[N+](=O)[O-])CC(C)O1 (stereo not given)

KCNQ2 block	STK33 inh	OX1R antag	Molecule
i	0.5	7.7	Cc1cccc(NC(=S)N(CCCN2CCOCC2)C(C)c2cc3ccccc3o2)c1 (stereo not given)
i	0.6	0.4	Cc1[nH]c(C)c(S(=O)(=O)NCCc2ccccc2)c1C(=O)N1CCCCC1
i	-0.3	16.6	O=C1CC(c2ccncc2)c2cc3c(cc2N1)OCO3 (stereo not given)
i	-0.2	19.9	O=C(CNS(=O)(=O)c1ccc(F)c(Cl)c1)N1CCCCCC1
.	-0.9	25.0	O=C(NC1CCCC1)c1cc2c(=O)n3ccccc3nc2s1
i	-2.9	23.6	COc1ccc(CCNC(=O)CC(c2ccccc2)c2cccc(C)c2O)cc1OC (stereo not given)
i	-0.7	24.9	CCOC(=O)CSc1nc(=O)n2ccccc2n1
i	-0.3	26.3	O=c1[nH]cnc2c1C(c1ccccc1[N+](=O)[O-])c1c(nc[nH]c1=O)O2
i	-0.4	19.4	CCOc1ccc(NC(=O)CN(C)C(=O)CC(NC(=O)c2ccccc2)c2ccccc2)cc1OCC (stereo not given)
i	-1.1	18.4	C/C(=N\NC(N)=O)c1ccc(-n2ccnc2)cc1

KCNQ2 block	STK33 inh	OX1R antag	Molecule
i	-0.8	9.8	CCOC(=O)C1=C(CS(=O)(=O)c2ccccc2)NC(=O)NC1c1cc(OC)c(O)c(OC)c1 (stereo not given)
i	0.4	5.5	CCOc1cccc(C(=O)NC(=S)Nc2cccnc2)c1
i	5.8	9.1	C=CCn1c(=S)[nH]c2nc3c(cc2c1=O)COC(C)(C)C3
i	0.8	16.6	Cc1ccc(NC(=O)CN2C(=O)S/C(=C\c3cccn3-c3cccc(C(=O)O)c3)C2=O)c(C)c1
i	-0.5	1.0	Cc1cc(C)nc(SCC(=O)Nc2ncccn2)n1
i	1.1	11.5	COc1ccc(Cc2nnc(SCC(=O)c3ccc4c(c3)OCO4)o2)cc1
i	0.9	2.0	CCOC(=O)c1ccc(CNC(=O)Cn2nnc(-c3ccccc3F)n2)o1
i	-0.8	12.9	CSCC[C@@H](Nc1nc(-c2ccccc2)nc2c1oc1ccccc12)C(=O)O
i	-1.4	9.5	OC(COc1ccc(Br)cc1)CN1CCOCC1 (stereo not given)
i	-0.3	26.3	CCOC(=O)C1CCN(c2ncnc3c2nnn3Cc2ccccc2Cl)CC1

Gathered by group, those above containing a thiophene ring, fused or not.
KCNQ2 block	STK33 inh	OX1R antag	Molecule
i	-1.4	23.6	CN1c2ccccc2-c2nc3ccccc3n2C1c1cccs1 (stereo not given)
i	-0.5	12.1	Cc1ccc(NC(=O)C2(c3cccs3)CCOCC2)cc1C
.	-0.9	25.0	O=C(NC1CCCC1)c1cc2c(=O)n3ccccc3nc2s1

(next part)
KCNQ2 block	STK33 inh	OX1R antag	Molecule
i	-1.3	10.0	CSc1ccc(/C=N/NC(=O)c2ccc(C)c(C)c2)cc1
i	0.3	11.2	O=S(=O)(Nc1cccnc1)c1ccccc1
i	-1.8	9.7	CCOC(=O)C1CCCN(S(=O)(=O)c2ccc(-c3cc(C)no3)s2)C1 (stereo not given)
i	-2.1	7.1	CCn1c(SCC(=O)Nc2cccnc2Cl)nnc1-c1ccccc1
i	-0.3	15.7	CN1CCN(/N=C/c2ccc(-c3ccccc3)cc2)CC1
.	-0.2	5.8	COc1ccc(NC(=O)CN2C(=O)NC(C)(C3CCCCC3)C2=O)c(OC)c1 (stereo not given)
i	0.4	29.1	CCOC(=O)c1ccc[n+](CC(=O)c2ccccc2)c1
i	-0.4	.	O=C(N/N=C/c1ccco1)c1ccc(NC(=O)C2CCCCC2)cc1
i	0.0	6.6	COc1cccc(CNC(=O)c2ccc3nc[nH]c3c2)c1
i	-2.5	20.6	O=C(COC(=O)C1(c2ccccc2F)CCCC1)N1CCc2ccccc21

Whole records, looked up by structure. Screens in order: KCNQ2 block	STK33 inh	OX1R antag
O=c1[nH]c(=O)n([C@H]2C[C@H](O)[C@@H](CO)O2)cc1I in the list: .	0.6	2.2
c1ccc(C(c2c[nH]c3ccccc23)c2c[nH]c3ccccc23)nc1 in the list: i	-3.7	6.2
O=c1[nH]cnc2c1C(c1ccccc1[N+](=O)[O-])c1c(nc[nH]c1=O)O2 in the list: i	-0.3	26.3

Laid out differently: two of the compounds above
CCn1c(SCC(=O)Nc2cccnc2Cl)nnc1-c1ccccc1
  KCNQ2 block: i	STK33 inh: -2.1	OX1R antag: 7.1

CN1CCN(/N=C/c2ccc(-c3ccccc3)cc2)CC1
  KCNQ2 block: i	STK33 inh: -0.3	OX1R antag: 15.7

Next section.
KCNQ2 block	STK33 inh	OX1R antag	Molecule
i	0.1	15.7	CC1Sc2ccc(S(=O)(=O)CCC(=O)NCc3ccccc3Cl)cc2NC1=O (stereo not given)
-6.69*	10.2	14.3	CCOC(=O)CSc1nnc(CNc2ccccc2Cl)n1-c1ccccc1
i	-2.6	25.8	Cc1c(Cl)cccc1Nc1ccccc1C(=O)O
i	-2.1	11.8	O=C(Nc1ccc(Br)cc1)N1CCCC(O)C1 (stereo not given)
i	-0.1	17.8	c1cncc(CNc2nc(N3CCOCC3)nc(N3CCOCC3)n2)c1
i	-0.9	1.6	CCOC(=O)c1ccc(NC(=O)COc2ccc(S(=O)(=O)N3CCCC3)cc2)cc1
i	-0.5	5.4	CC(C(=O)c1ccccc1)[n+]1cccc(C(N)=O)c1 (stereo not given)
.	-0.4	5.9	O=C1C=C(c2cc3ccccc3s2)C[C@@H](c2ccc(F)cc2)C1
i	-0.5	13.6	COc1ccc(CCNC(=O)CCCOc2cc(=O)n(C)c3ccccc23)cc1OC
i	-1.2	17.7	O=C(CN1C(=O)NC2(CCc3ccccc32)C1=O)c1ccc(Br)cc1 (stereo not given)

KCNQ2 block	STK33 inh	OX1R antag	Molecule
i	-0.9	17.7	CCOc1ccccc1N1CCN(C(=O)c2ccccc2)CC1
i	-0.7	48.4*	CC1(C(=O)N2CC3(CC(c4cccc([N+](=O)[O-])c4)=NO3)C[C@H]2C(=O)NCC(N)=O)CC1 (stereo not given in full)
i	-1.4	26.4	Cc1cc([N+](=O)[O-])c(N2CCC[C@@H]2C(=O)O)c([N+](=O)[O-])c1
-7.15*	-1.6	25.9	Cc1cccc(-n2nnnc2SCc2csc(-c3ccccc3)n2)c1
i	0.8	15.6	O=C(CSc1nnc(-c2cnccn2)n1Cc1ccco1)c1ccc2ccccc2c1
i	-0.7	10.6	CC(=O)NC1(C(F)(F)F)C(=O)Nc2c1c(=O)[nH]c(=O)n2Cc1ccco1 (stereo not given)
i	7.4	14.8	CCCn1cc(SCC(=O)Nc2ccc3c(c2)OCO3)c2ccccc21
i	.	15.1	CCN(CC)S(=O)(=O)c1ccc2c(c1)c(=O)c(C(=O)NCc1ccc3c(c1)OCO3)cn2C
i	-2.3	10.0	Cc1ccc(NC(=O)COc2ccccc2C(=O)NCCc2ccccc2)cc1
i	0.0	36.4	CCOc1ccc2oc(C(=O)N(Cc3nnc(-c4ccccc4Cl)o3)C3CC3)c(C)c2c1

KCNQ2 block	STK33 inh	OX1R antag	Molecule
i	-1.2	-1.3	CN1CCN(CC(=O)Nc2ccc(S(=O)(=O)N(C)C)cc2)CC1
.	-3.2	11.0	COc1cccc(/C=C/C(=O)OCC(=O)N2CCCC2)c1OC
i	0.0	28.1	Nc1sc(-c2ccccc2)n[n+]1Cc1cccc2cccnc12
i	-0.8	26.7	Cc1cc2oc(=O)cc(CN3CCC(C)CC3)c2cc1Cl
i	1.2	16.7	COCCNC(=O)c1snc2ccc(Cl)cc12
i	0.9	12.4	Cc1cc(Cl)ccc1OCCCC(=O)N1CCN(C(=O)c2ccco2)CC1
i	0.3	0.7	Cc1ccc2nc(SCC(=O)Nc3cc(C(F)(F)F)ccc3N3CCOCC3)[nH]c2c1
i	-1.3	4.1	CCCc1cc(=O)oc2c(C)c(OC(C)C(=O)NCc3ccccn3)ccc12 (stereo not given)
.	-0.3	1.0	Cc1occc1-c1nnc(SCC(=O)NC2CCCCC2)o1
i	1.1	-1.8	O=C1Nc2ccccc2C1c1ncc(C(F)(F)F)cc1Cl (stereo not given)

KCNQ2 block	STK33 inh	OX1R antag	Molecule
i	1.2	11.8	COc1ccc(S(=O)(=O)N(C(C)=O)c2ccc(OC(C)=O)c3ccccc23)cc1[N+](=O)[O-]
i	0.6	12.7	CCN(CC)C(=O)Cn1cc(C(=O)C(=O)NCCCN2CCCCC2)c2ccccc21
.	0.0	9.0	Cc1ccc(CCNC(=O)C2CCN(S(=O)(=O)N3CCC4(CC3)OCCO4)CC2)cc1
i	-2.9	-0.8	CN(C)C(CNC(=O)c1cccc(OC(F)F)c1)c1ccco1 (stereo not given)
i	0.1	9.9	CCCc1cc(=O)oc2c(C)c(OS(C)(=O)=O)ccc12
i	-0.6	5.4	O=C(COc1ccc(S(=O)(=O)N2CCCCC2)cc1Cl)N1CCCC1
i	5.0	48.0	Cc1ccc(NC(=O)Cn2cccc2C2=NC(c3ccccc3)CO2)cc1C (stereo not given)
.	-2.2	7.0	Cc1ccccc1CSc1nc2ccccc2c(=O)n1C
i	-2.5	21.8	O=C(c1cccs1)N1CCN(c2ccc([N+](=O)[O-])cc2F)CC1
i	0.0	5.2	Nc1nnc(SCC(=O)N2CCN(Cc3ccccc3)CC2)s1

KCNQ2 block	STK33 inh	OX1R antag	Molecule
i	-0.2	15.6	Cc1ccc(NC(=S)NNC(=O)Nc2ccccc2)cc1
.	-3.5	3.7	CN(C)c1ccc(C(=O)OCC(=O)c2ccc[nH]2)cc1
i	-1.1	23.9	CCOc1c(N2CCCCC2)c(=O)c1=O
i	-1.3	15.3	Cc1ccc(NS(=O)(=O)c2cc(C(=O)N3CCN(C)CC3)ccc2C)cc1
i	1.0	7.1	Cc1cc(OC(C)C(=O)NC(Cc2c[nH]c3ccc(O)cc23)C(=O)O)c2c(C)cc(=O)oc2c1 (stereo not given)
i	3.3	14.7	S=c1[nH]nc(-c2cccc(Br)c2)o1
i	-1.8	4.1	COc1ccc(N2CCN(C(=O)CNC(=O)c3ccc(C(C)(C)C)cc3)CC2)cc1
i	-0.7	26.1	O=C1C(Cc2c[nH]c3ccccc23)NC(=S)N1Cc1ccccc1 (stereo not given)
i	-0.8	84.4*	COc1ccc(-n2nc([N+](=O)[O-])c(=NCCc3ccc(OC)c(OC)c3)n2O)cc1
i	-0.4	32.3	CCOC(=O)N1CCN(C(=S)Nc2cc(OC)c(OC)cc2C(=O)OC)CC1

KCNQ2 block	STK33 inh	OX1R antag	Molecule
i	-0.6	8.6	Cc1ccccc1OCc1nnc(SCc2cc(=O)[nH]c3ccccc23)o1
i	-0.2	21.6	Cc1cc(CN(C)C(=O)c2ccc(OC3CCN(CCc4ccccc4)CC3)cc2)on1
i	-0.1	-3.6	CCOC(=O)Cc1csc(NC(=O)CN2CCN(c3ccccc3)CC2)n1
.	-1.1	17.5	Nc1ncnc(Nc2ccccc2C(F)(F)F)n1
i	-0.1	11.3	CC(C)c1ccc(NC(=O)[C@@H](NC(=O)N2CC(=O)Nc3ccccc32)C(C)C)cc1
i	1.0	13.7	Cc1ccc(S(=O)(=O)N(C)C)cc1NC(=S)N1CCN(Cc2ccc3c(c2)OCO3)CC1
i	-0.5	7.9	O=C(CCNC(=O)Cn1ccc2ccccc2c1=O)NCCCN1CCOCC1
i	-1.3	8.0	COc1cccc(NC(=S)N2CCN(C/C=C/c3ccccc3)CC2)c1
i	-0.3	.	Cc1ccc2c(c1)c(/C=C/c1cc[n+](C)cc1)c(C)n2C
i	-0.5	17.4	O=C(CCN1C(=O)C2C3C=CC(C3)C2C1=O)NCCN1CCCc2ccccc21 (stereo not given)
